HTR5A inv ag – inverse agonist of human HTR5A in OPRM1-OPRD1 counter-screen; inhibition, % at 9.3 µM; HTR5A cell line, luminescence, inverse agonism; actives 0.083% (n = 340,000); in the data active = inhibition mostly above about 23%, no sharp cut-off; inactive = mostly below about 18%;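 also: 0% = cells with DMSO and 100% = no-cell wells with DMSO; some compounds called inactive have numbers as strong as hits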
Pemphigus Ab inh – inhibitors of pemphigus antibody binding to human desmoglein-3; DSG3-coupled beads, scFv-anti-DSG3-GFP binding, flow cytometry; hits give low values; binding (percent of control), % at 10 µM; P32926; actives 0.48% (n = 310,000); AID 588358;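 active = binding more than 3 SD below its plate's average and above zero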;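 also: hits lower antibody fragment binding to DSG3; some compounds called inactive have numbers as strong as hits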
PKA-R1A act – activates the PKA-R1A holoenzyme complex; activation, % at 11.4 µM; P00514+P68181; actives 0.083% (n = 340,000); PKA-R1A dissociation, Cy5-IP20 fluorescence polarization; scaled: DMSO 0%, 113 µM cGMP 100%; AID 504707;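 active = percent activation above the mean of all tested compounds plus 3 SD, cut at about 19% in these data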;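 also: higher means more PKAc released from R1A so a rise in polarization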
HTR5A ag ctr – activates human HTR5A in OPRM1-OPRD1 agonist counter-screen. P47898. HTR5A agonist assay, luminescence, cell-based. activation, % at 9.3 µM. actives 0.61% (n = 340,000); in the data active = activation mostly above about 9.5%, no sharp cut-off; inactive = mostly below about 7.6%;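 also: 0% = cells with vehicle only and 100% = reference agonist; strong numbers were not always called active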
V-ATPase pHluor – regulators of yeast V-ATPase proton transport | S. cerevisiae, pHLuorin cytosolic pH fluorescence | response, % at 10 µM | actives 0.37% (n = 350,000) | AID 504577; in the data active = response mostly above about 7.3%, no sharp cut-off; inactive = mostly below about 5.4%; also: actives read high; inactives centre near 0; some compounds called inactive have numbers as strong as hits; reference of the scale not given here
OPRM1-OPRD1 ag – agonists of human mu-delta opioid receptor heterodimerization; P35372+P41143; cells, OPRM1-OPRD1 heterodimerization, luminescence; activation, % at 9.3 µM; actives 0.3% (n = 340,000); AID 504326; in the data active = activation above about 18%;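 also: 0% = vehicle-treated cells and 100% = reference agonist; values of inactives mirror those of a sister screen read the other way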
Target sequence (P35372 whole entry, looked up): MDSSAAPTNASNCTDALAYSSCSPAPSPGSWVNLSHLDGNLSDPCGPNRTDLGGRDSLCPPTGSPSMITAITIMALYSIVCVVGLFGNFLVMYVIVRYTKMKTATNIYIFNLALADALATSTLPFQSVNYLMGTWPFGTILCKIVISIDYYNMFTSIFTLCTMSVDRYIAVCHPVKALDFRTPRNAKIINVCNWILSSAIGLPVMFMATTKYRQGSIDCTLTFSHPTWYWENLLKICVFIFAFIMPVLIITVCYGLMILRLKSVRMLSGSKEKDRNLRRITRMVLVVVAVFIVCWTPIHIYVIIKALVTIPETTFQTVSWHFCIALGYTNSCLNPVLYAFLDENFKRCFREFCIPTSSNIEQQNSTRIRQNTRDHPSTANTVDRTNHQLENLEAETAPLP
Target sequence (P41143 whole entry, looked up): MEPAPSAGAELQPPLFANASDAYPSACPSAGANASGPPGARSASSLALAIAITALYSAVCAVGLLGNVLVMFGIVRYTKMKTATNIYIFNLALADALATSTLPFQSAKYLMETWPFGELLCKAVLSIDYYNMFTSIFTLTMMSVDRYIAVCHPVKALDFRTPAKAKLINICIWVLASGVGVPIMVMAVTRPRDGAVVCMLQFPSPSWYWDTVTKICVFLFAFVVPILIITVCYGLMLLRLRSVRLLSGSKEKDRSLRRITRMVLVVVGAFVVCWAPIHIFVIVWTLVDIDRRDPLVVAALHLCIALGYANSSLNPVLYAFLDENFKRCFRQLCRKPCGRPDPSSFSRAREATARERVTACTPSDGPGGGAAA
Arrestin-AP2 inh – human beta-arrestin and AP2 interaction inhibition. inhibition, % at 10 µM. AID 504490. actives 0.31% (n = 340,000). FITC-arrestin peptide / GST-AP2 beads, flow cytometry; AP2 beta2 appendage carries R879A mutation;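 active = inhibition above a set limit, near 3 SD of compounds lacking own fluorescence, cut at about 54% in these data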;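 also: plate controls were DMSO wells for no effect and 5 µM unlabelled arrestin peptide for full effect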
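System: GST-AP2 R879A glutathione beads; medium: PBS, Tween 20 0.05%, BSA 0.1%; reagent: fluorescein-tagged arrestin peptide at 50 nM final; schedule: pre-incubation 12 min, peptide binding 1 h, room temperature; detection: flow cytometry, FL1 (488/535 nm); read-out: inhibition as reduced fluorescein signal on beads, percent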
DAGLB inh – blocks human DAGLB lipase activity | Q8NCG7 | HEK293T DAGLB membrane lysate, EnzChek fluorogenic substrate | inhibition, % at 5.17 µM | actives 0.059% (n = 340,000); in the data active = inhibition above about 34%;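 also: 0% = enzyme with vehicle and 100% = wells lacking enzyme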
MOR-DOR inv ag – inverse agonists of human mu-delta opioid receptor heterodimerization. P35372+P41143. cell-based MOR-DOR heterodimer luminescence, inverse agonism. inhibition, % at 9.3 µM. actives 0.21% (n = 340,000). AID 504357; in the data active = inhibition above about 22%, passing the limit was not always enough;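 also: 0% = cells with DMSO and 100% = wells without cells with DMSO; values of inactives mirror those of a sister screen read the other way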
PKA-R2B act – activates the human PKA-R2B holoenzyme complex; AID 504700; PKA-R2B holoenzyme dissociation, Cy5-IP20 fluorescence polarization; R2B truncated from residue 108, S112A mutant; 0% DMSO only, 100% 113 µM cGMP; P22694+P31323; activation, % at 11.4 µM; actives 0.079% (n = 340,000);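 active = activation above a cutoff set at the mean over all compounds plus 3 SD, cut at about 18% in these data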;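 also: higher means more holoenzyme dissociation and a rise in polarization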
Starred values were filed as active, the others as inactive; . = not tested or not shown.

SMILES | HTR5A inv ag | Pemphigus Ab inh | PKA-R1A act | HTR5A ag ctr | V-ATPase pHluor | OPRM1-OPRD1 ag | Arrestin-AP2 inh | DAGLB inh | MOR-DOR inv ag | PKA-R2B act
Cc1ccc(C(=O)NC(=O)CSc2ncccc2C(=O)O)cc1 | 12 | 98 | 2 | 7 | 2 | -2.6 | 45 | -1 | 14 | -10
CCc1nnc(NC(=O)c2ccc(S(=O)(=O)N3CCN(Cc4ccccc4)CC3)cc2)s1 | -1 | 96 | -1 | 0 | -2 | 0.0 | 23 | 2 | 0 | -3
CSc1ccccc1NC(=O)C1CC(c2c(F)cccc2Cl)=NO1 (configuration not stated) | 6 | 128 | 3 | -2 | -2 | -2.0 | -8 | -9 | 10 | 3
CN1CCN(CC(=O)N2c3ccccc3Sc3ccccc32)CC1 | 7 | 98 | -9 | -2 | -1 | -3.2 | -10 | 4 | 16 | -9
COc1cccc(N2C(=O)CC(c3c[nH]c4ccccc34)C2=O)c1 (configuration not stated) | -18 | 104 | -17 | 1 | 2 | -1.4 | 1 | 2 | 7 | 8
CCCN(c1ccc(OCC)cc1)c1ncnc2nc[nH]c12 | 13 | 103 | 4 | -4 | 3 | 0.8 | 4 | 3 | -5 | 1
COC(=O)c1onc(-c2c(OC)cc(OC)cc2OC)c1C(=O)OC | 6 | 90 | -4 | -2 | -2 | -1.5 | -12 | -3 | 9 | 3
Cc1cccc(CSc2[nH]c(=O)ncc2C)c1 | -16 | 102 | 0 | -5 | 4 | -2.6 | 20 | -4 | 14 | -3
COc1ccc(-c2sc3ccc(-c4ccc5c(c4)OCO5)cc3c2-c2ccc(OC)nc2)cc1 | 5 | 98 | 3 | 1 | -3 | -1.3 | -2 | -1 | 7 | -5
Cc1ccc(S(=O)(=O)NC(C)(C)CSc2ccccn2)cc1 | 9 | 101 | -10 | -3 | 3 | -0.5 | -8 | -9 | 2 | 0

3 entries already listed, ordered by formula weight, low to high.
SMILES | HTR5A inv ag | Pemphigus Ab inh | PKA-R1A act | HTR5A ag ctr | V-ATPase pHluor | OPRM1-OPRD1 ag | Arrestin-AP2 inh | DAGLB inh | MOR-DOR inv ag | PKA-R2B act
Cc1cccc(CSc2[nH]c(=O)ncc2C)c1 | -16 | 102 | 0 | -5 | 4 | -2.6 | 20 | -4 | 14 | -3
CCCN(c1ccc(OCC)cc1)c1ncnc2nc[nH]c12 | 13 | 103 | 4 | -4 | 3 | 0.8 | 4 | 3 | -5 | 1
COc1ccc(-c2sc3ccc(-c4ccc5c(c4)OCO5)cc3c2-c2ccc(OC)nc2)cc1 | 5 | 98 | 3 | 1 | -3 | -1.3 | -2 | -1 | 7 | -5

Additional structures follow:
SMILES | HTR5A inv ag | Pemphigus Ab inh | PKA-R1A act | HTR5A ag ctr | V-ATPase pHluor | OPRM1-OPRD1 ag | Arrestin-AP2 inh | DAGLB inh | MOR-DOR inv ag | PKA-R2B act
COc1cc(C2NC(=S)NC(O)(C(F)(F)F)C2C(=O)c2cccs2)cc(OC)c1O (configuration not stated) | 2 | 85 | -5 | 6 | -1 | 1.4 | 8 | -1 | -10 | -2
CCOc1ccc(N2C(=O)CC(SC(=NC)Nc3ccc4c(c3)OCO4)C2=O)cc1 (configuration not stated) | -28 | 98 | 0 | 8 | 4 | -2.6 | -2 | -4 | 14 | -4
CN(C)S(=O)(=O)c1cccc(NC(=O)c2ccc(S(=O)(=O)N3CCCC3)cc2)c1 | -2 | 101 | 1 | 1 | -3 | -1.8 | 33 | 1 | 10 | 2
CCN1C/C(=C/c2ccc(N3CCOCC3)cc2)C(=O)/C(=C/c2ccc(N3CCOCC3)cc2)C1 | 13 | . | -2 | -4 | 19 | -2.1 | -13 | -12 | 12 | 9
O=S(=O)(/N=C(/Sc1ccccc1)c1ccccc1)c1ccccc1 | -18 | 96 | -12 | -1 | -6 | -2.7 | 34 | 0 | 14 | -10
CCCN(CC(=O)Nc1ccccc1C)C(=O)c1ccc(C)c(S(=O)(=O)N2CCCCC2)c1 | 13 | 107 | 0 | -5 | -3 | -2.9 | 6 | 3 | 15 | -12
COc1ccc(-c2nnc(SCC(=O)Nc3cc(C)on3)n2C)cc1OC | 15 | 100 | -20 | 3 | 5 | -1.2 | 16 | -4 | 6 | -19
COc1ccc(S(=O)(=O)NCC(c2cccnc2)N2CCN(C)CC2)cc1OC (configuration not stated) | 4 | . | -4 | -1 | -6 | -0.9 | 42 | -3 | 5 | -2
Cc1cc(NC(=O)c2cccc(Br)c2)n[nH]1 | 16 | 99 | 1 | -6 | 1 | -1.3 | -3 | -2 | 7 | 3
CN(C)CCCC(=O)c1ccc2c(c1)OCO2 | -8 | 98 | 0 | 3 | -2 | -0.9 | 6 | -1 | 5 | 0
CN(Cc1cnn(C)c1)Cc1nc(C(c2ccccc2)c2ccccc2)no1 | 30 | 107 | 1 | 1 | . | 0.4 | 2 | -2 | -3 | 1
COc1cc(/C=C2\SC(c3ccccc3)=NC2=O)cc(Cl)c1O | -8 | 96 | 6 | 3 | -1 | 0.7 | 6 | 3 | -4 | 8
Cc1ccccc1NC(=O)CCCn1nc(C)c2c(C)n(-c3ccccc3)nc2c1=O | 0 | . | -7 | 1 | -2 | -1.6 | -8 | 0 | 8 | -1
c1ccc(-n2nnnc2NCCCN2CCOCC2)cc1 | -7 | . | 9 | 3 | 2 | -1.4 | -1 | -1 | 6 | -2
CCCC(=O)Nc1cc(C)c(NC(=O)c2cccs2)cn1 | 8 | 80 | 9 | 0 | -3 | -3.5 | -4 | 2 | 17 | 4
COc1ccc(CCN(Cc2cc3cc(C)c(C)cc3nc2Cl)C(=O)C2CC2)cc1 | -21 | 100 | 10 | 8 | -2 | 0.3 | -2 | -3 | -2 | -2
O=C(Nc1cccc(Cl)c1)C1=Cc2cc(Cl)ccc2OC1 | -16 | 96 | -5 | 7 | 0 | 5.2 | -9 | -10 | -25 | -9
CC1=NN(c2ccccc2)C(=O)/C1=C\c1c(C)[nH]n(-c2ccccc2)c1=O | -3 | . | -12 | 0 | -1 | -2.3 | 30 | 1 | 12 | 0
O=C(Nc1nc2n(n1)C(c1ccccc1)C=C(c1ccccc1)N2)c1ccco1 (configuration not stated) | -5 | 98 | -1 | 1 | -3 | -2.2 | 3 | -3 | 13 | 7
CCN(CC)CCCNc1oc(-c2ccc(OC)c(OC)c2)nc1C#N | -26 | 104 | 7 | 3 | 4 | -0.8 | -13 | -1 | 5 | 7
Cc1ccc(S(=O)(=O)CCC(=O)NC2CCCC2)cc1 | -6 | . | -10 | 6 | 4 | -1.6 | -14 | 2 | 9 | -8
Cc1cnccc1CN(C)Cc1cn(C)nc1-c1cccc(Cl)c1 | -21 | 111 | 2 | 6 | 0 | 5.2 | 8 | 0 | -28 | 6
Cc1ccc(-c2nnc(Nc3ccc4c(c3)OCO4)c3ccccc23)cc1S(N)(=O)=O | -3 | 98 | -4 | 1 | 6 | -3.0 | 0 | 3 | 16 | 8
O=S(=O)(c1ccc(Br)cc1F)N1CCC(O)CC1 | 3 | 97 | -4 | -1 | 4 | -2.1 | -15 | -2 | 10 | 3
COCCN(C(=O)c1ccc(OCC(C)C)cc1)c1c(N)n(Cc2ccccc2)c(=O)[nH]c1=O | -6 | 94 | -7 | -2 | -1 | -3.0 | -11 | 1 | 16 | -20
CCOC(=O)c1ccc(N2Cc3ccccc3C2=NC(=O)c2cccs2)cc1 | -45 | 110 | -8 | -7 | -1 | -4.0 | 5 | -3 | 21 | -2
CCSc1nnc(NC(=O)c2cccc(OCc3c(C)noc3C)c2)s1 | -4 | . | -8 | -1 | -1 | -2.1 | 22 | -5 | 11 | 2
CC(=O)N1c2ccccc2C2CCCC[C@H]21 (some centres not stated) | 11 | 107 | 0 | -4 | 1 | -2.1 | -3 | -1 | 12 | -9
Cn1c(COc2ccc(F)cc2)nc2ccccc21 | -3 | 115 | -1 | 1 | 6 | -2.6 | 8 | 2 | 13 | 1
COc1ccc(NS(=O)(=O)c2cc(NC(=O)Cn3cnc4c3c(=O)n(C)c(=O)n4C)ccc2C)cc1 | . | 89 | -6 | . | -2 | . | 2 | 2 | . | -5

Limited to V-ATPase pHluor (3 entries from above):
canonical_smiles,V-ATPase pHluor
Cc1cnccc1CN(C)Cc1cn(C)nc1-c1cccc(Cl)c1,0
Cc1ccc(-c2nnc(Nc3ccc4c(c3)OCO4)c3ccccc23)cc1S(N)(=O)=O,6
O=S(=O)(c1ccc(Br)cc1F)N1CCC(O)CC1,4

Next section:
SMILES | HTR5A inv ag | Pemphigus Ab inh | PKA-R1A act | HTR5A ag ctr | V-ATPase pHluor | OPRM1-OPRD1 ag | Arrestin-AP2 inh | DAGLB inh | MOR-DOR inv ag | PKA-R2B act
CCCS(=O)(=O)c1nc(S(=O)(=O)c2ccc(C)cc2)c(N2CCC(C(N)=O)CC2)s1 | 6 | . | 2 | -1 | -5 | -1.4 | 61* | -1 | 7 | 9
Cc1ccc(SCc2c(C(=O)N/N=C/c3ccccc3)nnn2-c2nonc2N)cc1 | -5 | . | -3 | 5 | 2 | 2.0 | -8 | -5 | -10 | -15
CC(C)Sc1nc(N)c2c3c(sc2n1)CN(C)CC3 | -15 | 108 | -5 | -4 | 5 | -1.4 | 13 | 2 | 8 | 3
COC(=O)c1cn(C(=O)c2ccc(Cl)cc2)c2ccccc12 | -14 | 109 | 6 | 3 | 3 | -1.8 | 1 | 0 | 10 | 0
O=C(Cn1nnc(-c2ccccc2Cl)n1)N1CCCCC1 | -39 | 114 | -12 | 5 | -2 | -2.0 | -2 | 0 | 11 | -7
COc1ccc(NC(=O)CSc2nc(=O)n(CCN3CCOCC3)c3c2CCC3)cc1 | 26 | 106 | -9 | 8 | -7 | -4.4 | -8 | 1 | 21 | -8
CC(C)N1C(=O)C(=O)N(CC(=O)N2CCc3ccccc32)C1=O | -19 | . | -6 | 7 | 5 | -3.3 | 15 | -2 | 14 | 8
CCN(CC)C(=O)Cn1cc(C(=O)C(=O)N2CCN(C)CC2)c2ccccc21 | -19 | 104 | 14 | 1 | 5 | -1.1 | 23 | -3 | 7 | 5
Cc1noc(/C=C/NCc2cccnc2)c1S(=O)(=O)N(C)CC(=O)N1CCc2ccccc21 | -21 | 107 | -7 | 10 | 0 | -1.4 | -11 | 2 | 7 | 1
CC(=O)Nc1ccc(S(=O)(=O)N(C)S(=O)(=O)c2ccc(F)cc2)cc1 | 5 | . | -5 | -1 | -3 | -2.2 | 3 | -2 | 11 | 1
CC(C)c1nc2cc(C(=O)N3CCNC(=O)C3c3cccc(F)c3)ccc2o1 (configuration not stated) | -3 | . | -13 | -2 | 0 | -3.0 | -7 | 2 | 16 | -10
Cc1ccc(S(=O)(=O)N2CCOCC2)cc1C(=O)NC1=NCCS1 | 9 | . | 8 | -3 | 3 | -0.8 | 1 | -1 | 3 | -6
